Screening data (PubChem BioAssay)
ALOX12 inh: inhibitors of human 12S-lipoxygenase ALOX12; P18054; purified 12hLO, xylenol orange hydroperoxide absorbance; Potency, µM (highest dose often 108 µM), for inactives: top-dose activity change, negative = inhibition, hits mostly inhibitors; actives 1.1% (n = 580,000); further: on the % scale 0 is the no-effect control and ±100 the full control effect
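Purified human 12hLO (150 nM final) in 25 mM Hepes, 0.01% Triton X-100, pH 7.0 was preincubated 15 min at room temperature with compound. Then 40 uM arachidonic acid was added, 30 min. Hydroperoxide was read by Fe-XO absorbance ratio 573/405 nm.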
Vif-A3F inh: inhibitors of Vif-A3F interaction; HeLa A3F-eYFP + Vif (tagged APOBEC3F with the HIV-1 protein that degrades it), YFP fluorescence increase; Potency, µM (doses to about 46.1 µM), inactives show at the highest dose activity, negative = active; actives 0.2% (n = 390,000); further: % of control where 0% means no effect; nearly all actives have a fitted effect of over 65% in size
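HeLa cells stably expressing A3F-eYFP plus Vif, plated and incubated overnight at 37 deg C, then exposed to compounds overnight at 37 deg C. Blocked degradation read as raised yellow fluorescence (Ex 488/Em 500-530).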
RXFP1 agonist: RXFP1 (human) receptor agonism; actives 0.3% (n = 370,000); Q9HBX9; AID 2676; HEK293T-RXFP1 cAMP TR-FRET, 30 min; response scale: percent of porcine relaxin response, buffer zero; Potency, µM (highest dose often 57.5 µM), inactives show at the highest dose activation, actives largely listed as activators; further: on the % scale 0 is the no-effect control and ±100 the full control effect; nearly all actives have a fitted effect of over 60% in size; many of its hits are not listed in these tables
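HEK293T cells stably expressing RXFP1 were pretreated with the PDE4 inhibitor Ro 20174, exposed to compounds for 30 min at 37C, lysed, and cAMP was read by TR-FRET. Data normalized to buffer (basal) and 29 nM porcine relaxin (100%).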
RGS4 inh: human RGS4 inhibition. P49798. Transcreener GDP fluorescence polarization, RGS4-accelerated GTP hydrolysis. Potency, µM (highest dose often 114 µM), for inactives: at the top dose activity change, negative = inhibition, hits mostly inhibitors. actives 0.039% (n = 390,000). AID 504845; further: on the % scale 0 is the no-effect control and ±100 the full control effect; nearly all actives have a fitted effect of over 75% in size; some results filed as inactive show a strong effect at the top dose
Target sequence (P49798 whole entry, looked up): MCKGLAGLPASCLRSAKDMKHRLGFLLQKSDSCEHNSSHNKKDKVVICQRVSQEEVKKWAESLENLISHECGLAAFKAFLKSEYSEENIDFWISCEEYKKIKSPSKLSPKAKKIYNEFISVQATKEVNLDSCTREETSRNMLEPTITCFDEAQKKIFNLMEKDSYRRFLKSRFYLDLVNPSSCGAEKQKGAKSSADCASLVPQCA
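MLSMR compounds (23 nl, pin-transferred) preincubated 10 min at room temperature with a 500nM (2x) first reagent, then RGS4 at 900nM (2x) plus Transcreener GDP mix added; fluorescence polarization (620/688 nm) read before and after 90 min at 30 °C.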
IDH1 R132H inh: blocks human mutant IDH1 R132H enzyme; O75874; IDH1-R132H enzyme, NADPH consumption, diaphorase/resazurin fluorescence; Potency, µM (highest dose often 76.6 µM), for inactives: at the highest dose activity change, negative = inhibition, actives largely listed as inhibitors; actives 0.093% (n = 390,000); AID 602179; further: on the % scale 0 is the no-effect control and ±100 the full control effect; nearly all actives have a fitted effect of over 65% in size
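IDH1-R132H (0.5 ug/mL) preincubated 30 min with compound, then NADPH (0.016 mM) and alpha-KG (2 mM) added; 80 min at RT, pH 7.5. Remaining NADPH coupled via diaphorase/resazurin to fluorescence (540/590 nm); concentration-response curves normalized to no-enzyme control.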
USP1-UAF1 inh: blocks the human USP1/UAF1 deubiquitinase complex | O94782 | recombinant USP1/UAF1, Ub-Rhodamine cleavage fluorescence | Potency, µM (doses to about 57.1 µM), for inactives: at the highest dose activity change, negative = inhibition, actives largely listed as inhibitors | actives 0.23% (n = 390,000) | AID 743255; further: on the % scale 0 is the no-effect control and ±100 the full control effect; nearly all actives have a fitted effect of over 60% in size; inactives centre near -12
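Step one: compound is pinned into 1nM USP1/UAF1 in HEPES pH 7.8 buffer with TCEP. Step two: 15 min room-temperature incubation. Step three: Ub-Rho (150nM final) starts cleavage, tracked by fluorescence over six one-minute reads.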
TrxR1 substrate: rat thioredoxin reductase 1 substrate activity. purified TrxR1 substrate turnover, NADPH consumption readout. Potency, µM (titrated, usually from 114 µM), inactives show at the highest dose activity change, negative = substrate turnover. actives 0.01% (n = 390,000). AID 588456; further: on the % scale 0 is the no-effect control and ±100 the full control effect; nearly all actives have a fitted effect of over 50% in size
Target sequence (O89049 whole entry, looked up): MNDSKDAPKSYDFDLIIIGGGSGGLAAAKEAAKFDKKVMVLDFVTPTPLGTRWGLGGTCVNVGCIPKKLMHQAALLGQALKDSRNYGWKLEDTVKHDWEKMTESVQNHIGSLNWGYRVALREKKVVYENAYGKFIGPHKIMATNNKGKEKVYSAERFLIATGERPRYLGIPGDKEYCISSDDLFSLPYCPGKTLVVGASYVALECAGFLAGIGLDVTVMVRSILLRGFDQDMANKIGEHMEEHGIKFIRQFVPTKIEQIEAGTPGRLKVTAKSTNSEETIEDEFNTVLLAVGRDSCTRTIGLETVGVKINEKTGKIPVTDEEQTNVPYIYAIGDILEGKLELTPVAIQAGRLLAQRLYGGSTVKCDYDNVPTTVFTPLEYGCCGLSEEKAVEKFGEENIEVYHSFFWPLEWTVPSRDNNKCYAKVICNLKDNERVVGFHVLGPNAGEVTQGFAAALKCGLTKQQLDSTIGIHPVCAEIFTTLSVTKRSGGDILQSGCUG
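Rat TrxR1, dispensed at 90 nM, was prereduced with 400 uM NADPH (final) for 5 min at ~22 deg C, then incubated with compound 15 min before 400 uM selenite. A first-read NADPH fluorescence drop versus no-compound background flagged substrates.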
Vif-APOBEC3G blk: Vif-A3G binding inhibition; Q9HC16; HeLa A3G-eYFP + Vif (tagged APOBEC3G with the HIV-1 protein that degrades it), YFP fluorescence, overnight; Potency, µM (highest dose often 46.1 µM), inactives show top-dose activity, negative = active, usual class: inhibitors; actives 0.076% (n = 410,000);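 further: on the % scale 0 is the no-effect control and ±100 the full control effect; nearly all actives have a fitted effect of over 60% in size; hits raise eYFP signal because A3G escapes Vif-driven loss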
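Read-out is eYFP fluorescence (Ex 488/Em 500-530) from Vif-expressing HeLa A3G-eYFP cells; more signal means A3G escaped Vif-mediated degradation. Cells plated overnight, compound pinned in, incubated overnight at 37 deg C.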
TrxR1 inh: blocks rat thioredoxin reductase 1; O89049; recombinant rTrxR1, NADPH fluorescence consumption, selenite substrate; Potency, µM (highest dose often 114 µM), without a hit: at the highest dose activity change, negative = inhibition, usual class: inhibitors; actives 1% (n = 390,000); AID 588453; further: on the % scale 0 is the no-effect control and ±100 the full control effect; nearly all actives have a fitted effect of over 65% in size
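Rat TrxR1 (90 nM in the dispensed reagent) was pre-reduced with 400 uM NADPH for 5 min at room temperature, then incubated with compound for 15 min. After 400 uM selenite was added, NADPH fluorescence (Ex 340/Em 450 nm) was followed for 8 min.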
Numbers without * were called inactive; ? = inconclusive; . = not tested or not shown; & = joins results of further samples; [ ] = remark or other dose. The call rests on the fitted dose curve; in most records, active means well fitted curve in the direction sought with a large enough effect; inconclusive means small, poorly fitted or top-dose-only effect, or another doubt; inactive means no such curve, though single readings can be large; an effect the other way counts as inactive or inconclusive. Potency means the concentration at half of the fitted maximal effect.

Screens in order – ALOX12 inh	Vif-A3F inh	RXFP1 agonist	RGS4 inh	IDH1 R132H inh	USP1-UAF1 inh	TrxR1 substrate	Vif-APOBEC3G blk	TrxR1 inh
- O=C(CSc1ncccn1)N/N=C/c1ccccc1[N+](=O)[O-]
    12%	-5%	3.0%	19%	-1%	-1%	-7%	0%	25%[57.1 µM]
- Cc1cc(C(=O)OCc2nc3ccccc3s2)c(C)o1
    60%[activator]	-2%	-1.0%	21%	3%	-10%	-3%	-8%	-24%
- COc1ccc(CCNC(=S)Nc2ccc(S(=O)(=O)Nc3ncccn3)cc2)cc1OC
    -3%	-11%	-0.6%	-24%	14%	-12%	5%	1%	16%
- NC(=O)CC[C@@H]1NC(=O)[C@@H]2CCCN2C(=O)c2cc([N+](=O)[O-])cc(I)c2NCCC[C@@H](C(=O)NC(CC(=O)O)C(N)=O)NC1=O (stereo not given in full)
    ?	3%	0.2%	-28%	-5%	-11%	-3%	1%	-19%
- CCN(C(=O)c1cccc(S(=O)(=O)N2CCc3ccccc32)c1)C1CCS(=O)(=O)C1 (stereo not given)
    4%	-21%	-1.7%	0%	0%	-6%	3%	2%	36%
- Cc1ccc(S(=O)(=O)N2CCCC2C(=O)N(C)Cc2cccs2)cc1 (stereo not given)
    -10%	-5%	2.7%	29%	0%	-17%	8%	3%	16%
- COc1ccc2nc(/N=C(\N)NC(=O)Nc3ccccc3)nc(C)c2c1
    -13%	-3%	6.8%	5%	4%	-9%	1%	-2%	-3%
- CCN1CCN(C(=S)c2ccc(Br)cc2)CC1
    -17%	-11%	2.2%	?	0%	-9%	1%	-5%	4%
- CCOC(=O)C1(Cc2cccc(F)c2)CCN(Cc2c(C)nn(CC)c2C)CC1
    -17%	-3%	-5.9%	12%	10%	-12%	-1%	-1%	12%
- COc1cc2c(cc1OC)CN(S(=O)(=O)c1ccccc1F)CC2
    20%	-4%	-4.5%	-14%	-4%	-4%	1%	-2%	8%
- COc1ccc(S(=O)(=O)NC(C)C(=O)NC2CC2)cc1C (stereo not given)
    6%	-1%	0.2%	-8%	19%	-7%	5%	0%	31%
- CCNc1nc(OC)nc(Oc2ccc(=O)[nH]n2)n1
    -9%	-1%	1.0%	3%	-2%	-17%	12%[11.4 µM]	-1%	5%
- NNC(=O)c1c[nH]c2ccc(OCc3ccccc3)cc12
    188%[activator]	-7%	.	-1%	11%	-1%	14%[57.1 µM]	-1%	13%[11.4 µM]
- O=C(O)c1ccccc1Nc1ccc(OC(F)F)cc1
    7%	3%	1.1%	7%	7%	-3%	7%[57.1 µM]	-4%	27%[57.1 µM]
- CCn1nc([N+](=O)[O-])c2c(-c3nc4ccccc4o3)c(N)n(CCCOC)c2c1=O
    -5%	0%	4.1%	9%	-1%	-25%	5%[57.1 µM]	-16%	9%[57.1 µM]
- CCOC(=O)N1CCN(C(=O)c2cccc(N3C(=O)NC4CC3(C)Oc3ccccc34)c2)CC1 (stereo not given)
    -27%	0%	-0.5%	-2%	0%	-15%	4%	-5%	28%
- Cn1cc(CC(=O)NCCCN2CCCC2)c2ccccc21
    21%	-10%	0.4%	2%	3%	-9%	12%[57.1 µM]	2%	7%[57.1 µM]
- NC(=O)c1ccc(N2CCN(c3ccccc3O)CC2)c([N+](=O)[O-])c1
    -2%	7%	1.6%	-34%	4%	-16%	-7%[57.1 µM]	4%	1%[57.1 µM]
- O=C(N/N=C/c1c[nH]c2ccc(Br)cc12)c1ccncc1
    -16%	-1%	0.1%	-5%	10%	-9%	5%[57.1 µM]	-23%	6%[57.1 µM]
- CCC(C)NC(=O)C(Cc1ccccc1)NS(=O)(=O)c1cccc2nsnc12 (stereo not given)
    3%	-1%	0.1%	27%	-5%	-6%	-1%	4%	8%
- CC(=O)Nc1sc2c(c1C#N)CCCC2
    0%	-5%	3.9%	39%	-1%	-3%	10%[57.1 µM]	-1%	5%[57.1 µM]
- S=C(NCc1ccncc1)Nc1ccc(Cl)cc1Cl
    -18%	2%	-1.8%	-1%[11.4 µM]	0%	-8%	-13%	6%	-22%
- CCC(C)Sc1ccc([C@H]2N[C@@](C)(C(=O)OC)[C@H]3C(=O)N(C)C(=O)[C@@H]23)cc1 (stereo not given in full)
    -28%	3%	.	-9%	1%	-19%	10%	-3%	23%
- COc1ccccc1OCCNC(=O)c1ccc(C(C)(C)C)cc1
    -2%	-6%	.	-7%	5%	-8%	-7%	1%	-3%[57.1 µM]
- O=[N+]([O-])c1ccc(Nc2nccc(Cl)n2)cc1
    ?	-2%	.	1%	-2%	-12%	7%	-2%	14%[57.1 µM]
- Cc1ccc(-n2nc(C(=O)NC(C)C)c(=O)n(C)c2=O)cc1
    -14%	1%	-1.5%	24%	-2%	-17%	-6%[57.1 µM]	1%	11%[57.1 µM]
- O=C(CSc1nc2c([nH]c3ccccc32)c(=O)n1-c1ccc(F)cc1)N1CCCCC1
    -2%	0%	3.6%	15%	27%	-8%	-3%[57.1 µM]	3%	2%[57.1 µM]
- O=C(O)c1ccc2c(c1)OCCO2
    7%	-4%	2.0%	-6%	2%	-16%	-4%	-4%	-2%
- Nc1[nH]c(=O)[nH]c(=O)c1N=Nc1ccc(C(=O)O)cc1
    ?	4%	16%	5%	-2%	-22%	-4%	-1%	5%
- COc1ccc(NC(=O)c2sccc2-n2cccc2)cc1
    -6%	-6%	2.7%	-21%	2%	0%	2%[57.1 µM]	0%	6%
- CCOc1ccc(N(C(=O)c2snc(C(N)=O)c2N)C(C(=O)NC2CCCC2)c2ccncc2)cc1 (stereo not given)
    -17%	11%	-1.3%	-14%	14%	?	8%	-1%	16%
- COc1cc(/C=N/NC(=O)C(=O)NCC2CCCO2)ccc1O (stereo not given)
    1%	0%	-1.4%	19%	5%	-3%	8%[57.1 µM]	0%	4%[57.1 µM]
- O=C(/C=C/c1c(F)cccc1Cl)c1ccc(F)cc1
    -12%	0%	-0.8%	-30%	5%	-14%	4%	-21%	?
- CN(C)c1ccc(/C=C(/NC(=O)c2ccccc2Cl)C(=O)NCCN2CCOCC2)cc1
    5%	-13%	-4.8%	-6%	9%	-20%	-11%	1%	-6%
- Cn1cccc1C(=O)OCC(=O)NCCCc1ccccc1
    156%[activator]	-2%	.	-4%	8%	-18%	4%	2%	15%
- CC(=O)c1ccc(N(CC(=O)NC2CCCC2)C(=O)CCC(=O)Nc2cc(C)on2)cc1
    -4%	3%	0.2%	-4%	-5%	-23%	-2%	5%	9%
- COc1ccc(C(=O)C[n+]2cccc(C)c2C)cc1[N+](=O)[O-]
    -3%	7%	3.8%	-5%	1%	-13%	3%	-3%	11%[57.1 µM]
- CCOC(=O)CSc1nnc(NC(=O)c2ccco2)s1
    -14%	-1%	-1.0%	-16%	-3%	-15%	-9%	5%	6%
- COc1cc2c(=O)c(S(=O)(=O)c3ccc(F)cc3)cn(Cc3ccc(Cl)cc3)c2cc1OC
    ?	3%	6.8%	1%	-7%	4%	5%	-5%	2%
- CC(OC(=O)/C=C/c1ccco1)C(=O)NC1CCCCC1 (stereo not given)
    -1%	0%	.	.	-4%	-22%	.	0%	.
- O=C(CSc1nnc(CNC(=O)c2cccs2)o1)c1ccc(Cl)cc1
    0%[57.4 µM]	-6%	0.1%	-21%	10%	-12%	5%	3%	15%
- O=Cc1cc(N=Nc2cccc(C(=O)O)c2)ccc1O
    -14%	14%	0.7%	-21%	-1%	-25%	-23%	2%	-16%
- Cc1ccc(NN2C(=O)C=C(c3ccccc3)C2=O)cc1
    ?	0%	-0.2%	?	-1%	-21%	-4%	?	6.3µM*
- CCOC(=O)/C=C/c1ccc2oc3ccccc3c(=O)c2c1
    -15%	-21%	-3.6%	-15%	3%	-23%	11%&3%	-5%&-2%	24%&26%
- CC(=O)Nc1ccc2ccc3cccc4ccc1c2c34
    -18%	?	-0.3%	-34%	1%	-28%	17%[57.1 µM]	-9%	5%
- Cc1nc(N2CCCCC2)c2c(-c3cccs3)csc2n1
    1%	15%	3.1%	15%	-4%	-14%	-5%[57.1 µM]	-8%	5%[57.1 µM]
- NCCCC[C@H]1CNC(=O)C(=O)N1CCc1cc(C(F)(F)F)cc(C(F)(F)F)c1
    -1%	1%	0.1%	1%	2%	?	1%	1%	5%
- COc1cc(OC)c(NC(=O)CCc2c(C)nc3c4c(C)cc(C)nc4nn3c2C)cc1Cl
    -25%	-12%	0.3%	10%	-5%	-3%	10%	0%	19%
- Cc1oc2ccc(O)c(CN3CCC(C)CC3)c2c1C(=O)Nc1ccccc1
    ?	4%	-1.9%	15%	-15%	-26%	-2%	2%	20%
- O=C(CCSc1nc(-c2ccco2)cc(C(F)(F)F)n1)NCc1ccccn1
    0%	-2%	3.4%	-33%	2%	-1%	1%	-7%	?
- CCOc1ccc(NC(=O)NCc2cccn2C)cc1
    -21%	11%	-1.2%	23%[56.9 µM]	-11%	-10%	-10%	4%	8%

Only part of the results is shown, so the mix of outcomes need not match the whole.
